# ERK EGF block: blocks ERK signaling stimulated by EGF. HEK293-V1b, EGF-stimulated phospho-ERK AlphaScreen. Potency, µM (series often up to 11.5 µM), for inactives: top-dose activity change, negative = inhibition, actives largely listed as inhibitors. 130,000 tested, 0.41% active. AID 1454; active = well fitted inhibition curve with a large enough effect; inconclusive = small, poorly fitted or top-dose-only effect, or effect the other way;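 also: plate controls were stimulated vehicle wells for no effect and unstimulated vehicle basal for full effect; nearly all actives have a fitted effect of over 55% in size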
#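 Compounds are titrated over HEK293-V1b cells kept overnight in 1% FBS. After 30 min at 37C, EGF (25 nM final) triggers ERK phosphorylation for 5 min, measured by AlphaScreen in lysates.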
# * marks the source's active call; other numbers are inactive results; ? = inconclusive; [ ] = remark or other dose. Potency is read from the fitted curve at half-maximal effect. A portion of the library, so the mix of outcomes need not match the whole.
no.	smiles	ERK EGF block
1	CCOC(=O)C1CCN(C(=O)c2ccc(CNS(=O)(=O)c3ccc(C)cc3)cc2)CC1	-2%[57.5 µM]
2	CCOc1ccc2c(c1)/C(=N/N1C(=O)c3ccccc3C1=O)C(=O)N2	3%
3	COc1ccc(NC(=O)c2nc(-n3nc(C)cc3C)ccc2Cl)cc1Cl	-3%
4	Cc1ccc(C)c(CSC2=NN3CCCC(=O)N=C3S2)c1	0%[57.5 µM]
5	Fc1ccc(NC(=S)NNc2ncc(C(F)(F)F)cc2Cl)c(F)c1	-7%
6	CCOc1cc(CNCCc2c[nH]c3ccccc23)cc(Cl)c1OCC(N)=O	2%[57.5 µM]
7	Cc1cc(NN)nc(NS(=O)(=O)c2ccccc2)n1	23%
8	CCc1ccccc1NC(=O)Nc1cccn(Cc2ccc(F)cc2)c1=O	-2%
9	CC(C)CN1CCN(Cc2cccc3ncccc23)CC1CCO (stereo not drawn)	7%
10	COc1ccc(/C=N/NC(=O)c2ccc(COCC(F)(F)C(F)F)cc2)cc1	7%
11	NCC[C@H](O)C(=O)N[C@H]1C[C@@H](N)[C@@H](O[C@H]2O[C@@H](CN)[C@@H](O)[C@@H](O)[C@@H]2O)[C@@H](O)[C@@H]1O[C@H]1O[C@@H](CO)[C@@H](O)[C@@H](N)[C@@H]1O	-5%[25.7 µM]
12	CCOc1cc(N2CCOCC2)c(OCC)cc1NC(=O)C(C)(C)C	1%
13	C[C@H](Cc1ccccc1)Nc1ncnc2c1ncn2[C@@H]1O[C@H](CO)[C@H](O)[C@H]1O	1%
14	O=C(O)CSc1cc(C(=O)c2cc(F)ccc2O)cn2c(=O)c3c(-c4ccccc4)csc3nc12	-1%[57.5 µM]
15	COc1cc(S(=O)(=O)N2CCOCC2)ccc1N	5%
16	Nc1c(C(O)(C(F)(F)F)C(F)(F)F)cc(C(O)(C(F)(F)F)C(F)(F)F)c2ccccc12	?
17	CC(=O)Oc1cc(OC(C)=O)c2c(=O)c(-c3ccc4c(c3)OCCCO4)c(C)oc2c1	3%[57.5 µM]
18	O=C(CC1Nc2cccc3cccc(c23)NC1=O)Nc1ccc(F)cc1 (stereo not drawn)	7%
19	CC(=O)c1ccc(-n2ccnc2)cc1	-9%[57.5 µM]
20	CSc1ncccc1C(=O)Nc1nc2ccc(S(C)(=O)=O)cc2s1	-2%
21	Cc1csc(NC(=O)c2cc3c(C)nn(Cc4ccccc4Cl)c3s2)n1	10%
22	CCCCN(CCCC)Cc1ccc(C(=O)NNC(=O)Nc2ccc(Cl)cc2)o1	-1%[57.5 µM]
23	C=CCn1c(NCc2c[nH]c3ccccc23)nc2ccccc21	-10%
24	COc1ccccc1C(=O)Oc1cc(N)n(S(=O)(=O)c2ccccc2)n1	-9%
25	COc1ccccc1C1=NC(c2ccc(F)cc2)N=C1C (stereo not drawn)	0%
26	O=C(Nc1nnc(C2CC2)s1)C1CCCCN1S(=O)(=O)c1ccccc1 (stereo not drawn)	-1%
27	CC#CCN1c2ccccc2[C@]23C[C@@H](C(=O)OC)N(C(=O)c4ccco4)C2=NC(C(=O)OC)=C(C(=O)OC)[C@H]13	2%[57.5 µM]
28	C=CCOn1c(C)c(C(C)=O)c2c3nonc3ccc21	-2%
29	C=CCn1c(=S)[nH]c2scc(-c3ccc(C)o3)c2c1=O	2%
30	COc1ccc(NC(=O)c2ccc(NC3CC(=O)N(c4ccc(C)cc4C)C3=O)cc2)cc1 (stereo not drawn)	0%[57.5 µM]
31	C=CCn1c(O)c(N=NC(=O)c2cccnc2)c2cc(Br)ccc21	4%[57.5 µM]
32	Cc1cc(/C=C2\C(=N)N3N=C(c4ccco4)SC3=NC2=O)c(C)n1Cc1ccccc1	5%[57.5 µM]
33	O=C(Cn1cnc2c(cnn2-c2ccc(F)cc2)c1=O)NCCc1ccccc1	9%
34	COc1ccc(CCNC(=O)CSc2nnc3ccc(-c4ccncc4)nn23)cc1	-3%
35	O=C(COC(=O)c1ccccc1SCC(=O)NC1CCS(=O)(=O)C1)NC1CCS(=O)(=O)C1 (stereo not drawn)	6%
36	CC(C)(CO)NC(=O)Nc1ccc(Cl)c(Cl)c1	-7%
37	Cc1cc(OCc2ccc(C(=O)n3cccn3)o2)ccc1Cl	2%
38	N#Cc1ccc(OCC(=O)n2cc(C(=O)c3cc(Cl)cc(Cl)c3O)cn2)cc1	-12%[57.5 µM]
39	CC(=O)c1cc(NC(=O)c2ccccc2)c(=O)oc1C	-2%
40	O=C(CSc1nc(-c2ccco2)cc(C(F)(F)F)n1)Nc1ccc(C(=O)N2CCOCC2)cc1	-2%
41	Cc1ccc(-c2cccc(C(=O)NCc3ccccc3)n2)c2ccccc12	0%
42	Nc1[nH]c(N=NC(=O)c2ccc(Cl)cc2)c2ccccc12	-4%
43	C/C(=N\Nc1ccc(C(=O)O)cc1)c1ccc2c(c1)Nc1ccccc1S2	9%[57.5 µM]
44	Cn1cc(Br)c(C(=O)N2CCN(c3cccc(Cl)c3)CC2)n1	15%
45	CCC(C)N1C(=O)S/C(=C/c2ccc(N3CCOCC3)cc2C)C1=O (stereo not drawn)	-11%
46	CN(C)C(CNc1ncnc2sc3c(c12)CCCC3)c1ccco1 (stereo not drawn)	-17%[57.5 µM]
47	Cc1cc(C)c(C#N)c(Nc2ccccc2)n1	-1%
48	COc1ccc(Cl)cc1Nc1ncnc2sc(C)c(S(=O)(=O)N3CCC(C)CC3)c12	8%
49	CNC(=O)Oc1ccc2c(c1)[C@]1(C)CCN(C)[C@@H]1N2C	-7%[57.5 µM]
50	O=C(O)C1CCC(Cn2c(SCc3cc(=O)n4cc(Br)ccc4n3)nc3ccsc3c2=O)CC1 (stereo not drawn)	-6%
51	NC(=O)C1CCN(S(=O)(=O)c2ccc3c(c2)OCCO3)CC1	13%[57.5 µM]
52	COc1ccc(N(C(=O)CCl)C(C)(C(=O)Nc2c(C)cccc2C)c2ccccn2)cc1 (stereo not drawn)	-1%
53	COc1ccc(C(=O)NCc2cccs2)cc1S(=O)(=O)N1CCOCC1	1%
54	CCOC(=O)Cc1csc(NC(=O)Cc2ccc([N+](=O)[O-])cc2)n1	7%
55	O=C(C1=C[C@H](c2coc3ccccc3c2=O)C[C@H](OCCCCO)O1)N1CCN(Cc2ccccc2)CC1	-6%[57.5 µM]
56	COc1ccc(NC(=O)c2c(F)cccc2F)cc1S(=O)(=O)Nc1ccc(Br)cc1	4%

# (list continues)
no.	smiles	ERK EGF block
57	COc1ccc(OCC(=O)N2CCN(S(=O)(=O)c3ccccc3[N+](=O)[O-])CC2)cc1	-1%
58	C/C(=N\O)c1c(O)cc(-c2ccccc2)n(-c2ccccc2)c1=O	-1%[57.5 µM]
59	Cc1cc(C)n2cc(CSCC(=O)O)nc2n1	-3%
60	Cn1nc(C(=O)Nc2nnc(C3CC3)s2)c2ccccc2c1=O	4%
61	COc1ccc(/C=C(\C#N)C(=O)NCCc2ccccc2)cc1OCc1ccccc1	3%
62	CCc1ccccc1NC(=O)Cc1ccc(-n2cccc2)cc1	0%
63	Cc1cc(C)c(NS(=O)(=O)c2ccc(NC(=O)c3cccs3)cc2)c(C)c1	11%
64	COc1ccc(C(=O)N2CCC3(CC2)CCN(c2ccncc2)CC3)cc1	-13%
65	CCN(CC)C(=O)CSc1nc(O)c(Cc2ccccc2)c(=O)n1-c1ccc(C)cc1	8%[57.5 µM]
66	C[N+](C)(CC#N)C/C=C\c1ccccc1	-10%
67	COC(=O)N[C@@H](CCc1ccccc1)/C(C(=O)OC)=C(\C)NCc1ccccc1	1%
68	O=C1c2cccc(OCC(=O)N3N=C(c4cccs4)CC3c3ccc(F)cc3)c2CCN1Cc1ccccc1 (stereo not drawn)	-4%
69	Cc1ccc(NC(=S)Nc2ccc(OC(F)F)c(Cl)c2)cc1Cl	10%
70	CC(C)(C)c1ccc(C(=O)NCC(=O)OCC(=O)Nc2nc(-c3ccc(F)cc3)cs2)cc1	4%
71	CC(=O)c1c(C)[nH]c(C(=O)OCCOc2ccccc2)c1C	-11%
72	Clc1ncnc2scc(C3COc4ccccc4O3)c12 (stereo not drawn)	6%
73	O=C1NC[C@@H](Cc2cccc3ccccc23)N(CC2CCCCC2)C1=O	-15%[57.5 µM]
74	Cc1cc(C)c(-c2cc(C(F)(F)F)no2)c(=O)[nH]1	-4%
75	O=C(NC(=S)Nc1cccc(NC(=O)c2ccc(Cl)cc2Cl)c1)c1cccs1	2%
76	CCCC1CCC(=NNC(=O)CNc2ccc(OC)cc2)CC1 (stereo not drawn)	-1%
77	O=C(NCC1CCCN(C(=O)c2cscn2)C1)c1ccccc1Cl (stereo not drawn)	7%
78	O=C(Nc1ccc(Cl)cc1)Nc1cnccn1	-4%
79	Cc1cccc(N2CCN(C(=O)Cc3ccc(-n4c(=O)[nH]c5ccsc5c4=O)cc3)CC2C)c1 (stereo not drawn)	-6%
80	N=c1n(CC(=O)c2cccc([N+](=O)[O-])c2)c2ccccc2n1Cc1ccccc1	-1%
81	Cc1cc(C)c(C)c(S(=O)(=O)N2CCC(C(=O)Nc3ccccc3N3CCOCC3)CC2)c1C	-2%
82	CCC(C)(C)NC(=O)Cc1ccc(Cl)cc1	3%
83	CN(C)S(=O)(=O)c1cccc(C(=O)c2nccn2C)c1	-2%
84	CCOc1ccc(C(=O)NC(=S)Nc2ccccc2N2CCOCC2)cc1Br	-4%
85	C=CCn1c(SCC(=O)NC(=O)NC)nnc1C1CCCCC1	1%
86	CCC/C=N/NC(=O)c1cc(-c2ccccc2)nc2ccccc12	-7%
87	CC(=O)C(C(C)=O)C1(O)C(=O)c2ccccc2C1=O	-3%
88	COc1ccc(C(=O)N2CCC(O)(c3ccc(Cl)cc3)CC2)cc1OC	0%[57.5 µM]
89	COc1ccc(NS(=O)(=O)c2ccc(C(=O)N3CCN(Cc4ccccc4)CC3)cc2)cc1	?
90	Cc1cccc(-n2c(=S)[nH]c3sc4c(c3c2=O)CCc2ccccc2-4)c1	5%
91	Nc1nc(Nc2cccc(F)c2)nc(NCc2ccco2)c1[N+](=O)[O-]	?
92	CCc1cc(C(=O)NNC(=O)CCl)sc1C	-3%
93	CCn1cc(/C=N\NC(=O)C2(C)CC2(Cl)Cl)c(C)n1 (stereo not drawn)	8%
94	O=C(COC(=O)c1cccs1)Nc1ccccc1[N+](=O)[O-]	4%
95	Cc1nn(-c2ccccc2)nc1C(=O)Oc1cc(C(F)(F)F)nn1-c1ccccc1	12%[57.5 µM]
96	Cc1cc(C)c(S(=O)(=O)c2ccccc2)c(OC(=O)c2c(F)cccc2F)n1	-34%

# Two records drawn at random from those above:
no.	smiles	ERK EGF block
94	O=C(COC(=O)c1cccs1)Nc1ccccc1[N+](=O)[O-]	4%
96	Cc1cc(C)c(S(=O)(=O)c2ccccc2)c(OC(=O)c2c(F)cccc2F)n1	-34%

# (listing goes on)
no.	smiles	ERK EGF block
97	O=C(/C(=C(\O)c1ccccc1)c1nc2ccccc2[nH]1)c1ccccc1	-9%[57.5 µM]
98	O=c1c2[nH]c3ccc(F)cc3c2nc2n1CCS2	-4%
99	Cc1cc2cc(CN3C(=O)c4ccccc4C3=O)ccc2n1C	-5%
100	CNC(=O)COC(=O)/C=C/c1cn(-c2ccccc2)nc1-c1ccc2c(c1)OCCO2	24%
101	COc1ccc(NC(=O)CC(c2ccc(F)cc2)c2ccc(OC)cc2)cc1 (stereo not drawn)	-9%
102	O=C(CN(c1ccc(F)cc1)S(=O)(=O)c1ccccc1)Nc1ccccc1C(=O)O	-11%
103	O=C(NCCCO)c1cc([N+](=O)[O-])cc2c1C=Cc1ccccc1O2	1%
104	S=C1NCN(Cc2cccnc2)CN1Cc1ccccc1	?
105	COc1ccc(NC(=O)CCCn2c(=O)oc3ccccc32)cc1Cl	6%
106	COCCNS(=O)(=O)c1cc(C)c(C)cc1C	-5%
107	CCCCN(CC)CCNC(=O)c1cn(-c2ccc(Cl)cc2)c(=O)c2ccccc12	1%
108	Fc1ccc(-n2nnnc2-c2ccccc2Cl)cc1	2%
109	CCc1cc(SC#N)cc(C)c1NC(=O)CCl	18%
110	CCOC(=O)C1=C(C)N(C)C(=S)NC1c1ccc(Cl)cc1Cl (stereo not drawn)	1%
111	O=S1(=O)CC(O)C(N(CCO)C(=S)Nc2ccccc2)C1 (stereo not drawn)	-2%[57.5 µM]
112	O=c1c2ccccc2oc2ccccc12	6%

# By substructure: those above containing a tert-butyl group
no.	smiles	ERK EGF block
12	CCOc1cc(N2CCOCC2)c(OCC)cc1NC(=O)C(C)(C)C	1%
70	CC(C)(C)c1ccc(C(=O)NCC(=O)OCC(=O)Nc2nc(-c3ccc(F)cc3)cs2)cc1	4%

# Continuation.
no.	smiles	ERK EGF block
113	COc1cc(-c2csc(CCn3nc(C)cc3C)n2)cc(OC)c1OC	0%
114	CCCCn1c(SCc2cccc([N+](=O)[O-])c2)nc2ccsc2c1=O	-7%
115	CCC(OC(C)=O)c1cc2c(cc1[N+](=O)[O-])OCCO2 (stereo not drawn)	-1%
116	O=C(CN1C(=O)COc2ccc(S(=O)(=O)N3CCCC3)cc21)NCc1ccccn1	11%[57.5 µM]
117	O=C(Nc1cccc(S(=O)(=O)NC2=NCCC2)c1)C1CC(=O)N(c2ccc3c(c2)OCCO3)C1 (stereo not drawn)	2%
118	CCCc1nc2ccc([N+](=O)[O-])cc2[nH]1	-2%
119	CSc1nc(N)nc(SCC(=O)C23CC4CC(CC(C4)C2)C3)c1C#N	-1%
120	CCOc1ccccc1NC(=O)Cn1[nH]c(=O)c2ccccc2c1=O	-17%

# Some of these compounds in order of their number in ERK EGF block, descending:
no.	smiles	ERK EGF block
113	COc1cc(-c2csc(CCn3nc(C)cc3C)n2)cc(OC)c1OC	0%
119	CSc1nc(N)nc(SCC(=O)C23CC4CC(CC(C4)C2)C3)c1C#N	-1%
118	CCCc1nc2ccc([N+](=O)[O-])cc2[nH]1	-2%
114	CCCCn1c(SCc2cccc([N+](=O)[O-])c2)nc2ccsc2c1=O	-7%
120	CCOc1ccccc1NC(=O)Cn1[nH]c(=O)c2ccccc2c1=O	-17%

# Screens (PubChem BioAssay)
